High-throughput results (PubChem)
D1 agonist – human D1 receptor agonism; P21728; HEK293 T-REx D1 cells, calcium flux, agonist mode; activation, % at 2 µM; actives 1% (n = 360,000); AID 504660; in the data active means activation above about 30%; further: 0% is about no effect
Target sequence (P21728 whole entry, looked up): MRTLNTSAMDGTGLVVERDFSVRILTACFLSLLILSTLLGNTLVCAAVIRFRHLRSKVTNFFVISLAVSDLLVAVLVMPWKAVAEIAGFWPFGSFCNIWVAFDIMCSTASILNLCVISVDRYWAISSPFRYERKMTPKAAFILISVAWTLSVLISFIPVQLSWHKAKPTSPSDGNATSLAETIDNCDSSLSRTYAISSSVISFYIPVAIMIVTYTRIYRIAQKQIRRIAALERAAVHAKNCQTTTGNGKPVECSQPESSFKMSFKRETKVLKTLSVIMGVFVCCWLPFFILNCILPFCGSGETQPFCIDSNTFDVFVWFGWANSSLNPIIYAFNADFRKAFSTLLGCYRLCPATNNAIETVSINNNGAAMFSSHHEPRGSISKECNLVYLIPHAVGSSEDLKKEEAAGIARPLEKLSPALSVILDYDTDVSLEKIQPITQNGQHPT
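Agonism was scored from calcium flux recorded over 180 s (1 read/s) after pintool compound addition, following a 10-cycle baseline. Cells were inducible force-coupled HEK293 TREx D1, plated overnight at 30 C and loaded with no-wash calcium dye.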
RXFP1 antag – blocks the human relaxin receptor RXFP1; Q9HBX9; HEK293-RXFP1, relaxin-stimulated cAMP HTRF, 30 min; active compounds read low; activity change, negative = inhibition, % at 57.5 µM; actives 0.59% (n = 350,000); AID 1259400;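 active means activity change of -60% or lower, but not beyond a set lower limit; inconclusive means change between -60% and -40%, or beyond the set limit; inactive means change above -40%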; further: on the % scale 0 is the no-effect control and ±100 the full control effect
Vif-A3G inh – blocks the Vif interaction with human APOBEC3G. Q9HC16. HeLa A3G-eYFP + Vif (tagged APOBEC3G with the HIV-1 protein that degrades it), YFP fluorescence, overnight. AID 602310. Potency, µM (titrated, usually from 46.1 µM), inactives show at the top dose activity, negative = active, most hits filed as inhibitors. actives 0.076% (n = 410,000);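 further: potency means the concentration at half of the fitted maximal effect; on the % scale 0 is the no-effect control and ±100 the full control effect; nearly all actives have a fitted effect of over 60% in size; hits raise eYFP signal because A3G escapes Vif-driven loss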
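Read-out is eYFP fluorescence (Ex 488/Em 500-530) from Vif-expressing HeLa A3G-eYFP cells; more signal means A3G escaped Vif-mediated degradation. Cells plated overnight, compound pinned in, incubated overnight at 37 deg C.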
Vif-A3F inh – Vif-A3F binding inhibition; HeLa A3F-eYFP + Vif (tagged APOBEC3F with the HIV-1 protein that degrades it), YFP fluorescence increase; Potency, µM (series often up to 46.1 µM), inactives show at the top dose activity, negative = active; actives 0.2% (n = 390,000); further: potency means the concentration at half of the fitted maximal effect; % of control where 0% means no effect; nearly all actives have a fitted effect of over 65% in size
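HeLa cells stably expressing Vif plus C-terminally eYFP-tagged A3F were seeded, incubated overnight at 37 deg C, dosed with compound, incubated overnight again at 37 deg C. Yellow fluorescence (Ex 488/Em 500-530) reported blocked Vif-mediated A3F-eYFP degradation.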
D1 antagonist – human D1 dopamine receptor antagonism; P21728; HEK293 TREx D1 cells, calcium flux, dopamine EC80; active compounds read low; activity change, negative = inhibition, % at 10 µM; actives 3.2% (n = 360,000); in the data active means activity change below about -30%; further: on the % scale 0 is the no-effect control and ±100 the full control effect
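After overnight tetracycline induction at 30 C, force-coupled D1 HEK293 cells took up a no-wash calcium dye at room temperature. Compounds were added and monitored 180 s, and the response to EC80 dopamine was then recorded.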
D1 potentiator – potentiators of human D1 dopamine receptor; P21728; HEK293 TREx D1 cells, calcium flux, dopamine EC20 potentiation; potentiation, % at 10 µM; actives 0.036% (n = 360,000); AID 504651; in the data active means potentiation above about 30%; further: 0% is about no effect
Glioma ERSR ind – ER stress response induction in glioma; U87-MG GRP78 promoter luciferase reporter, 16 h; Potency, µM, for inactives: at the top dose activation, hits mostly activators; actives 0.02% (n = 420,000); AID 602332; further: potency means the concentration at half of the fitted maximal effect; series mostly up to about 76 µM; % of control where 0% means no effect; nearly all actives have a fitted effect of over 35% in size
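ERSR induction read as luciferase luminescence (Bright-Glo, 10 min at room temperature) in stably transfected human U87-MG glioma cells exposed to compounds for 16 h, using GRP78 as sensor.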
D2 potentiator – D2 dopamine receptor (human) potentiation; P14416; HEK293 T-REx D2, calcium flux, EC20 dopamine potentiation; potentiation, % at 10 µM; actives 0.34% (n = 340,000); AID 485347;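 active means potentiation over 3 SD above the plate norm, cut at about 30% in these data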; further: 0% is about no effect
Target sequence (P14416 whole entry, looked up): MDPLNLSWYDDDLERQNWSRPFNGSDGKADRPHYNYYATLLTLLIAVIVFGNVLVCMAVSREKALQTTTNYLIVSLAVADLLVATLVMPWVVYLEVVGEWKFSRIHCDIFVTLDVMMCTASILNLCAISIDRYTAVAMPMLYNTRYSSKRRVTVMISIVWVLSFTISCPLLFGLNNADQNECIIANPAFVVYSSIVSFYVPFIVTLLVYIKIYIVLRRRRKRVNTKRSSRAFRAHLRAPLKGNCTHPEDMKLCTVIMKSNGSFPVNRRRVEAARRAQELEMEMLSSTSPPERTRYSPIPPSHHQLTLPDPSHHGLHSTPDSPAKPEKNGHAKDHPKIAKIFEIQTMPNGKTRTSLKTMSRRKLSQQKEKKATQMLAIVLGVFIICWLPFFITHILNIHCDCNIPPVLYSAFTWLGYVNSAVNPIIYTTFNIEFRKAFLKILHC
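Potentiation of an EC20 dopamine calcium response is measured in a force-coupled, tetracycline-inducible Hek293 Trex D2 line. Compound-only kinetic reads over 180 s flag agonists before dopamine addition.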
RXFP1 agonist – activates the human relaxin receptor RXFP1; Q9HBX9; HEK293T-RXFP1 cAMP TR-FRET, 30 min; response scale: percent of porcine relaxin response, buffer zero; Potency, µM (highest dose often 57.5 µM), inactives show top-dose activation, hits mostly activators; actives 0.3% (n = 370,000); further: potency means the concentration at half of the fitted maximal effect; on the % scale 0 is the no-effect control and ±100 the full control effect; nearly all actives have a fitted effect of over 60% in size; many of its hits are not listed in these tables
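HEK293T cells stably expressing RXFP1 were pretreated with the PDE4 inhibitor Ro 20174, exposed to compounds for 30 min at 37C, lysed, and cAMP was read by TR-FRET. Data normalized to buffer (basal) and 29 nM porcine relaxin (100%).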
Numbers without * were called inactive; ? = inconclusive; / = not tested or not shown. Unless noted, the call rests on the fitted dose curve; in most records, active means well fitted curve in the direction sought with a large enough effect; inconclusive means small, poorly fitted or top-dose-only effect, or another doubt; inactive means no such curve, though single readings can be large; an effect the other way counts as inactive or inconclusive.

SMILES	D1 agonist	RXFP1 antag	Vif-A3G inh	Vif-A3F inh	D1 antagonist	D1 potentiator	Glioma ERSR ind	D2 potentiator	RXFP1 agonist
CC1CC1C(=O)OCC(=O)NCc1ccc(Cl)cc1Cl (configuration not stated)	0	5	1%	-1%	-10	-3	3%	3	1.2%
CCOC(=S)SCC(=O)N1CCc2cc(OC)ccc2C1C1C(=O)CCCC1=O (configuration not stated)	1	-2	?	-10%	-16	-9	-7%	-16	0.8%
CC(C)=CCN1CCN(Cc2cc(CC(C)C)n[nH]2)CC1CCO (configuration not stated)	2	1	1%	?	-6	-6	-5%	15	-0.5%
Cn1cccc1Cc1nnc(SCC(=O)NCc2ccc3c(c2)OCO3)n1CCc1ccccc1	1	0	-3%	-2%	7	-7	-6%	5	1.8%
COC(=O)c1[nH]c2cc(OC)ccc2c1NC(=O)c1c(F)cccc1F	2	-5	-3%	0%	10	-3	0%	-9	3.4%
CCOC(=O)c1cc(C(=O)OCC)c2cc(Br)ccc2n1	3	4	2%	-8%	-14	-3	-2%	2	11%
Cc1cc(C)c(NC(=O)C2c3ccccc3Oc3ccccc32)c(C)c1	3	-2	2%	2%	3	8	-3%	1	0.1%
O=C(CSc1nc2ncc(Br)cc2[nH]1)c1ccc([N+](=O)[O-])cc1	4	-36	0%	3%	11	-2	12%	-3	-0.5%
CN(C(=O)N1CCN(S(=O)(=O)c2ccccc2)CC1)c1ccccc1	0	-4	1%	2%	/	-2	-2%	-8	-1.1%
COC(=O)CCS(=O)(=O)c1nc(-c2ccccc2)cc(C(F)(F)F)n1	-2	1	?	1%	43	-10	-17%	5	0.9%
Clc1ccc(-c2nnc(SCc3nc(-c4ccccc4)no3)o2)cc1	6	/	0%	2%	0	-2	-1%	-8	1.5%
Cc1ccc(C(=O)O)cc1NC(=O)CCc1c(C)noc1C	/	12	0%	-1%	/	/	2%	/	/

Record cards (already shown). Order of screens: D1 agonist | RXFP1 antag | Vif-A3G inh | Vif-A3F inh | D1 antagonist | D1 potentiator | Glioma ERSR ind | D2 potentiator | RXFP1 agonist
`Cc1ccc(C(=O)O)cc1NC(=O)CCc1c(C)noc1C` as listed: / | 12 | 0% | -1% | / | / | 2% | / | /
`Cn1cccc1Cc1nnc(SCC(=O)NCc2ccc3c(c2)OCO3)n1CCc1ccccc1` as listed: 1 | 0 | -3% | -2% | 7 | -7 | -6% | 5 | 1.8%

Additional records follow.
SMILES	D1 agonist	RXFP1 antag	Vif-A3G inh	Vif-A3F inh	D1 antagonist	D1 potentiator	Glioma ERSR ind	D2 potentiator	RXFP1 agonist
Nn1c(SCC(=O)Nc2ccc3c(c2)CCC3)nnc1C1CC1	/	3	0%	5%	/	/	-2%	/	/
COc1ccc(S(=O)(=O)N(C(=O)c2ccncc2)c2ccc3oc4c(c3c2)CCCC4)cc1	3	-14	-24%	0%	3	-10	-3%	20	-1.3%
Cc1ccccc1-c1nc(CN2CCCC(C(=O)NCc3cccnc3)C2)c(C)o1 (configuration not stated)	3	-5	0%	-1%	-3	-3	-4%	-5	0.3%
CCCN(CCC)C(=O)Cn1c(=O)n(CCCC(=O)NCc2ccco2)c(=O)c2sccc21	0	-12	0%	3%	-19	-2	-1%	-9	4.8%
Cc1onc(-c2c(F)cccc2Cl)c1C(=O)NC(=S)NC1CCS(=O)(=O)C1 (configuration not stated)	4	/	-2%	-5%	4	-6	-4%	1	1.5%
O=C(Cc1ccc(Cl)cc1)NCCc1ccc(F)cc1	/	-2	1%	-8%	/	/	-2%	/	/
CCOc1ccccc1C(C(=O)NC1CCCCC1)N(C(=O)c1csnn1)C1CC1 (configuration not stated)	-2	16	3%	-9%	13	0	-5%	-1	4.3%
Cc1ccc(N(C(=O)Nc2ccccc2)C2=NCC(C)S2)cc1 (configuration not stated)	11	-16	2%	-3%	-20	1	0%	12	0.8%
Cc1ccc(S(=O)(=O)c2cc3c(=O)n4ccccc4nc3n(CCCN3CCOCC3)c2=N)cc1C	1	-1	-1%	2%	15	-2	-2%	-1	9.8%
CCc1cccc(NC(=O)CCc2c(C)nn(-c3ccc(N4CCCCC4)nn3)c2C)c1	1	-23	2%	3%	-8	-3	0%	-7	0.4%
CCCCN1C(=O)CC(SC2CC(=O)N(CCCC)C2=O)C1=O (configuration not stated)	/	-7	0%	-5%	/	/	-5%	/	/
CC(C)C(NC(=O)c1ccccc1F)C(=O)OCC(=O)c1ccc(F)cc1 (configuration not stated)	5	-28	-3%	1%	-32*	-13	3%	-14	-0.2%
Cc1ccccc1C(=O)N1CCC(C(=O)Nc2ccc(S(=O)(=O)N3CCOCC3)cc2)CC1	2	2	1%	-1%	7	-10	-4%	6	1.0%
COc1ccc(Cl)cc1S(=O)(=O)N1CCN(Cc2cccc(F)c2)CC1	4	-24	0%	0%	-5	1	-4%	-5	-1.2%
Cc1cccc(CNC(=O)c2ccc(Cn3c(SCc4ccccc4)nc4cccnc43)cc2)c1	8	-30	0%	-2%	6	-3	-1%	3	2.9%
Cn1c(C(=O)N/N=C/c2ccccc2)cc2ccccc21	0	-1	-1%	-8%	1	-2	1%	-3	-3.7%
CC(C)(C)C(=O)C(Cc1ccccc1)n1cncn1 (configuration not stated)	2	5	-2%	-2%	-2	0	-6%	5	0.5%
COc1ccc(-n2nc(C(=O)O)nc2-c2ccccc2)cc1	2	-2	-1%	-26%	-8	0	-3%	4	0.1%
COc1cccc(C(=O)Nc2ccc(NC(=O)C3C4C=CC(C4)C3C(=O)O)cc2)c1 (configuration not stated)	4	5	1%	-2%	-16	-8	0%	-6	-1.1%
Cc1ccc(-n2ncc3c(=O)[nH]c(SCC(=O)N4CCCc5ccccc54)nc32)cc1	1	-1	-6%	-7%	3	6	-3%	2	0.8%
CCOC(=O)C1CCN(C(=O)c2ccc(OCC(=O)Nc3ccc(OCC)cc3)c(OC)c2)CC1	5	-7	-6%	-8%	-1	1	-3%	4	0.3%
Cn1c(CCN2CCCCC2)nc2cc(NS(=O)(=O)c3ccc(F)cc3)ccc21	4	23	-19%	-9%	-4	-2	-7%	-18	0.1%
CCOC(=O)CSc1ncc(OC)c(=O)[nH]1	1	-1	0%	2%	9	-5	-2%	-3	0.7%
Cc1ccc(-n2nc3ccc(NC(=O)c4oc5ccccc5c4C)cc3n2)cc1	3	-12	0%	0%	2	-2	-2%	-4	3.2%
COC(=O)/C(=C/c1c[nH]c2ccccc12)NC(C)=O	4	-5	1%	-2%	11	-2	-4%	-6	-2.4%
CCOC(=O)c1ccc(N2C(=O)c3n[nH]c(-c4ccco4)c3C2c2ccc(O)c(OC)c2)cc1 (configuration not stated)	4	/	-13%	-8%	22	3	-5%	6	2.2%
CC1Cc2ccccc2N1C(=O)CSc1nnc(Cc2ccccc2)n1CCc1ccccc1 (configuration not stated)	3	/	0%	-1%	-15	-6	-6%	-1	-0.3%
Cc1cc(C)cc(NS(=O)(=O)c2ccc(NC(=O)c3ccccc3C(=O)O)cc2)c1	/	-1	0%	6%	/	/	-4%	/	/
CC(=O)Nc1ccc(NC(=O)CN(c2cccc(C(C)=O)c2)S(C)(=O)=O)cc1	0	-2	0%	4%	-1	0	-2%	5	-1.9%
COc1ccc(C(=O)NC(C)c2cc(OC)c(OC)cc2Br)cc1 (configuration not stated)	2	16	0%	-1%	-7	2	-3%	2	-0.8%
O=C(COC(=O)C1=COCCO1)Nc1cc(S(=O)(=O)N2CCCCC2)ccc1Cl	3	-2	-3%	9%	-1	-1	2%	13	-0.7%
CC(=O)c1ccc(NC(=S)NCc2cccnc2)cc1	0	18	1%	4%	/	-6	-2%	5	0.4%
CCOC(=O)c1c(C)oc(NC(=O)CCl)c1C(=O)OCC	1	2	-3%	-2%	-10	-14	-7%	0	-1.3%
COc1ccc(S(=O)(=O)N2Cc3ccccc3CC2C(=O)Nc2ccc(C)cc2)cc1OC (configuration not stated)	4	-8	-2%	1%	1	1	-1%	-14	-0.5%
COc1cccc(-c2cc(C(=O)N/N=C/c3cccc(OC)c3OC)c3ccccc3n2)c1	/	1	-2%	6%	/	/	0%	/	/
COc1ccc(NC(=O)CNC(=O)c2nn(-c3ccc(OC)cc3OC)c(=O)c3ccccc23)c(OC)c1	2	-4	2%	-3%	-10	-2	-4%	0	0.3%
Cn1ccc2cc(-c3csc(N4CCC(C(N)=O)CC4)n3)ccc21	4	/	6%	-4%	1	-1	-6%	/	1.6%
CCOc1ccc(-c2cc(C(=O)N3CCN(S(=O)(=O)c4cc(Cl)ccc4OC)CC3)[nH]n2)cc1	2	?	1%	2%	2	-3	-3%	-11	1.6%
O=C(NNC(=O)c1cc2cc3ccccc3nc2s1)c1cccc(Cl)c1	3	-31	0%	0%	-9	-5	-3%	12	13%
O=C(Cn1nc(C(F)(F)F)c2c1CCCC2)NCCN1CCOCC1	3	-1	4%	-2%	11	2	2%	-7	-1.7%
O=C(/C=C/c1c(Cl)cccc1Cl)NCc1ccccc1	5	0	1%	2%	15	2	-1%	/	1.9%
COc1cc(NC(=O)NCC2CCN(Cc3ccccc3F)CC2)cc(OC)c1	5	-8	4%	-8%	9	0	0%	-9	3.0%
Nc1cc(C(F)(F)F)ccc1OCC1CCCO1 (configuration not stated)	1	-3	4%	3%	-18	-9	7%	9	-0.1%
NC(=O)Cn1c(=O)n(CCCC(=O)NC2CCN(Cc3ccccc3)CC2)c(=O)c2ccccc21	3	-1	0%	-4%	-1	-3	-4%	-9	1.4%
COCCCNC(=O)Cn1c(=O)n(CCCCCC(=O)Nc2ccccc2)c(=O)c2sccc21	2	-2	-1%	4%	10	-7	1%	3	0.1%
COc1cc(NC(=O)Cn2c(SCc3ccc(F)cc3)nc3cccnc32)cc(OC)c1	15	-12	3%	1%	-3	-4	-1%	2	?
CCOC(=O)[C@@H]1[C@H]2COc3ccccc3[C@H]2N2C(=O)N(c3cccc(Cl)c3)C(=O)[C@@]12C	3	/	-4%	-6%	6	2	-4%	11	-0.4%
COc1cccc(-c2nc(CCl)cs2)c1OC	1	-13	0%	-1%	5	0	-2%	0	1.5%

Not all compounds are listed. The share of hits here may be higher or lower than overall.
